GalR3 antag = antagonists of human GalR3. 360,000 compounds, 0.44% hits. O60755. inhibition, % at 3 µM. AID 651719. HEK293 GalR3-CNG cAMP membrane potential fluorescence; galR3 body fused to GalR1 C-terminus;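 active means inhibition above the screen-wide average plus 3 SD, cut at about 13% in these data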;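 further: forskolin and galanin both at EC90 stimulate the cells; cAMP rise reported by CNG channel membrane potential dye signal; 0% = forskolin plus galanin with DMSO and 100% = forskolin alone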
Target sequence (O60755 1-299 limits assumed): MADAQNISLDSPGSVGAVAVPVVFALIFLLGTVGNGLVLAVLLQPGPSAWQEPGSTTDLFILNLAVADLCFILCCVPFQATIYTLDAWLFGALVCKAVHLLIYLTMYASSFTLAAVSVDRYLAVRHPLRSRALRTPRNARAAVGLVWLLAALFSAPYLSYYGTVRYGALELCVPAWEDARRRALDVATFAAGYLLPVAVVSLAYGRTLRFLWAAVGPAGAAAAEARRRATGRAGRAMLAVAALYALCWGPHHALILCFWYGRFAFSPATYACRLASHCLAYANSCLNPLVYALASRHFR
* hit, by the source's call. Not all compounds are listed; the hit share may differ from the screen's.

GalR3 antag	Structure
-4	CC1=C(C(=O)N2CCOCC2)CC(CC(=O)NC2CCCC2)C(=O)N1CCCN1CCCC1=O (stereo unspecified)
-3	N#Cc1cccc(C(=O)C(=O)N2CCCN(Cc3ccc(F)cc3)CC2)c1
-2	COC(=O)c1ccc(COC(=O)c2ccc(C)c(S(=O)(=O)N3CCCCC3)c2)cc1
-2	CN1CCN(S(=O)(=O)c2ccc(C3CCCCC3)cc2)CC1
-6	Cc1ccc(NC(=O)c2ncn(CC(=O)NCc3ccccc3)n2)cc1C
1	CC(=O)c1ccc(NC(=O)CSc2nc3[nH]c(=O)cc(O)c3s2)cc1
-2	CC(C)C[C@H]1CNC(=O)C(=O)N1C[C@@H]1CCCN1C[C@H](Cc1ccccc1)N1C[C@H](CC(C)C)N(CCc2ccccc2)C(=O)C1=O
-7	COc1ccccc1/C=N/Nc1nc(C)cc(=O)[nH]1
-7	Nc1cc2c(cc1Br)-c1ccc(F)cc1C2O (stereo unspecified)
0	Cc1ccc([C@H]2N[C@]3(CCCN(Cc4ccc(F)cc4)C3=O)[C@H]3C(=O)N(Cc4ccccc4)C(=O)[C@@H]23)cc1

(continued)
GalR3 antag	Structure
-8	CCCCN1C[C@H](CSC)[C@@H](CC(=O)NC)C1=O
-7	C[C@H](CO)N1C[C@H](C)[C@@H](CN(C)Cc2ccc(-c3ccccc3)cc2)OCc2cnnn2CCCC1=O
-6	Cc1ccc(-c2cc3nc(C)cc(N4CCN(C(=O)c5ccoc5)CC4)n3n2)cc1
-8	NC(N)=N/N=C(\N=Nc1ccccc1)c1cccc2cccnc12
-6	O=C1NCN(C2CCCCC2)CN1
-1	C=CCn1c2c(c3ccccc31)CCC2
0	CCCc1nnn(S(=O)(=O)c2ccc([N+](=O)[O-])cc2)c1CCC
-5	C[C@@H](c1ccccc1)N1C[C@@H](COCc2ccccc2)Oc2cc(N3CC[C@H](O)C3)ccc2S1(=O)=O
3	Cc1cn([C@H]2C[C@H](O)[C@@H](CCC(=O)NCc3cccc4ccccc34)O2)c(=O)[nH]c1=O
-6	Cc1cc(C)cc(CC(=O)N2CCC2(C)C(=O)NS(=O)(=O)c2ccccc2)c1 (stereo unspecified)

Later entries
GalR3 antag	Structure
-3	COc1ccc(Nc2nc3cc(-c4ccsc4)sc3c(=O)n2C)cc1OC
-5	NC(c1ccccc1)c1csc(Nc2ccc(C(F)(F)F)cn2)n1 (stereo unspecified)
-4	Cc1cccc(N2CCN(C(=O)CN3C(=O)NC(C)(C4CC4)C3=O)CC2)c1C (stereo unspecified)
-4	O=C(COC(=O)c1ccc(O)cc1)c1ccc2c(c1)OCCO2
-7	Cc1nn(C)c(=S)[nH]c1=S
-5	COc1cc(C(=O)OCc2csc(CC(=O)Nc3cc(C)ccc3C)n2)ccc1OC(F)F
3	Cc1nc(C(F)(F)F)ccc1C(=O)N1CCCCCC1(C)C(=O)NCC(C)C (stereo unspecified)
-4	Clc1ccc(C=NN2CCCCCC2)cc1Cl
-2	CCCCC[C@@H](C)N1C[C@@H](COCc2ccccc2)Oc2cc(N3CCC[C@H]3CO)ccc2S1(=O)=O
-1	N#CCOc1ccccc1CNC[C@H]1O[C@@H](n2cnc(C(N)=O)n2)[C@H](O)[C@@H]1O

More entries follow.
GalR3 antag	Structure
-6	C[C@H](CO)N1C[C@H](C)[C@@H](CN(C)Cc2cccc(F)c2)Oc2cc(-c3cccc(C#N)c3)ccc2S1(=O)=O
-7	C[C@H]1[C@@H](Cc2cc(Cl)cc(Cl)c2)N(c2ccccc2)c2ccccc2CN1Cc1ccccc1
-3	CCCNC(=O)C1(C)CCN(C(=O)c2cccc(C#N)c2)C1 (stereo unspecified)
-7	CC1CCc2sc(C(=O)NN=C3CCCC3)cc2C1 (stereo unspecified)
2	CN(C)CC1CC/C(=C\c2ccc(O)cc2)C1=O (stereo unspecified)
-5	C[C@]12c3[nH]c4ccc(Cl)cc4c3CCN1C(=O)[C@@H](CC(=O)NCc1ccco1)C[C@@H]2C(=O)N1CCCCC1
-2	Cc1ccc(C(=O)OCC(=O)NC2CCCCCC2)c(C)c1
-4	CC(Sc1nnc(CN2CCCC2)n1Cc1ccccc1)C(=O)Nc1ccc(F)cc1Cl (stereo unspecified)
-6	CC(C)(C)CC(C)(C)SSc1n[nH]c(=S)s1
-4	CCc1nc2c(OCc3ccccc3)cccn2c1N(C)C(=O)c1ccc(OC)cc1

Other structures
GalR3 antag	Structure
-8	Cc1ccc2c(c1)N(CC(=O)Nc1ccccc1F)C(=O)C(C)O2 (stereo unspecified)
-7	COc1ccccc1-c1noc2c1C(=O)N(Cc1cn(-c3ccc(Cl)cc3)nn1)CC2
-6	COc1cccc(C(=O)N2CCC[C@H]2C(=O)N2CCC[C@H]2C(=O)NCc2ccc(F)cc2F)c1
-4	CCN1C(=O)[C@H]2[C@H]3CN=C(SCc4ccc(C(=O)OC)cc4)N3[C@@](C)(C(=O)OC)[C@H]2C1=O
0	O=C1CNc2cc(Cl)ccc2N1
-5	O=S1(=O)CC(N2CCSCC2)CN1Cc1cn(Cc2cccc(Cl)c2)nn1 (stereo unspecified)
-4	C[C@@H]1CN([C@@H](C)CO)C(=O)CCCn2nncc2CO[C@H]1CN(C)C(=O)C1CCCCC1
-4	CN(C)CCN1C(=O)CCC2(C)C1=CCC1C2CCC2(C)C1CCC2(C)O (stereo unspecified)
-5	O=[N+]([O-])c1ccc(COc2cccc(CO)c2)cc1
8	COCOc1cccc(CN2CCC2(C)C(=O)Nc2ccc(C)cc2)c1 (stereo unspecified)

The list goes on.
GalR3 antag	Structure
-5	O=C1NC[C@H](CCCCN2C[C@H](Cc3ccccc3)N(CC3CCCCC3)C(=O)C2=O)N(CC2CCCCC2)C1=O
-8	C[C@@H]1CN([C@H](C)CO)C(=O)CCCn2cc(nn2)CO[C@H]1CN(C)C(=O)Nc1ccccc1C(F)(F)F
-6	CC(Sc1ncnc2sccc12)C(=O)Nc1ccc(S(=O)(=O)N2CCOCC2)cc1 (stereo unspecified)
-9	COc1cccc(CNC(=O)[C@H]2CCCN2C(=O)[C@H]2CCCN2S(=O)(=O)c2cccc(C)c2)c1
7	COc1ccc(C(=O)NCCCNc2nc3cc(C)cc(C)c3cc2C#N)cc1
-2	c1ccc(OCCNc2ccn3nc(-c4ccco4)cc3n2)cc1
-7	C(=C\c1ccccc1)/CN1CCN(C(c2ccnc3ccccc23)c2nnnn2-c2ccc3c(c2)OCCO3)CC1 (stereo unspecified)
-10	CCCCCc1c(-c2ccc(OC)c(OC)c2)ncn1CCc1ccccc1OC
55*	Clc1cccc(CN2CCN(c3ncc(Cc4ccccc4)cn3)CC2)c1Cl
-5	CCc1nc2c(OCc3cccc(Cl)c3)cccn2c1N(C)C(=O)c1ccco1

New compounds follow.
GalR3 antag	Structure
2	CCOC(=O)c1sc(NC(=O)CC2OC(=O)c3ccccc32)nc1C (stereo unspecified)
-6	O=C(c1cccs1)N1C[C@H](n2cc(C3CC3)nn2)[C@@H](O)C[C@@H]1c1ccc(Cl)cc1
-8	OC(c1ccc(Cl)cc1)c1ncc(-c2ccc(Cl)cc2)[nH]1 (stereo unspecified)
-6	COc1ccccc1CNC(=O)c1cc(S(=O)(=O)N2CCN(c3ccccc3)CC2)ccc1Cl
-8	CC1(C(=O)NS(=O)(=O)c2ccc(Cl)cc2)CCN1C(=O)C1(c2ccccc2)CCCC1 (stereo unspecified)
-3	COc1cc(OC)cc(-c2noc([C@@H]3O[C@H](CO)[C@@H](O)[C@H]3O)n2)c1
-5	CC1C(=O)N(Cc2cn(CCC3OCCCO3)nn2)CCS(=O)(=O)N1Cc1ccc(-c2ccncc2)cc1 (stereo unspecified)
-10	CCCCN(C(C)=O)c1ccc2c(c1)C1CC2CCN1C(=O)OCc1ccccc1 (stereo unspecified)
-6	CNC(=O)OC1CC2CC1[C@H]1CCCCN1C2=O (stereo partly specified)
3	O=C(NC1CCCCC1)C(CCc1ccccc1)N1CCOCC1 (stereo unspecified)

Going on with the list.
GalR3 antag	Structure
-5	CCN(CCN(C)C)C(=O)c1ccc2nc(C)c(N(C)C(=O)CCc3ccccc3)n2c1
-6	O=C1Nc2ccccc2SC1=Cc1ccccc1
-5	C[C@@H]1CCCCO[C@@H](CN(C)C(=O)CCCN(C)C)[C@@H](C)CN([C@H](C)CO)C(=O)c2cc(NC(=O)CCC(F)(F)F)ccc2O1
-6	COc1ccc(CNC[C@H]2O[C@@H](n3ccc(=O)[nH]c3=O)[C@H](O)[C@@H]2O)cc1
2	CC(C)OCCCNC(=O)CN1C(=O)CSc2ccc(S(=O)(=O)N3CCOCC3)cc21
-9	COc1ccc2[nH]c3c(c2c1)CCN1C(=O)C(CC(=O)NCC24CC5CC(CC(C5)C2)C4)C[C@H](C(=O)N(C(C)C)C(C)C)[C@@]31C (stereo partly specified)
-5	O=C(NC1CCCCC1)OC1CC2CC1[C@H]1CCCCN1C2=O (stereo partly specified)
-3	O=C(COC(=O)c1cccc(S(=O)(=O)N2CCCCC2)c1)NCc1cccc(Cl)c1
-4	CC(C)N(c1ccccc1)c1ccc(NC(=O)[C@@H]2O[C@H](CO)[C@H](O)[C@H](O)[C@H]2O)cc1
-6	C[C@@H]1CN([C@@H](C)CO)C(=O)CCCn2cc(nn2)CO[C@H]1CN(C)C(=O)c1ccccc1

Rewritten field by field: two of the compounds above.
> COc1ccc(CNC[C@H]2O[C@@H](n3ccc(=O)[nH]c3=O)[C@H](O)[C@@H]2O)cc1
  GalR3 antag: -6

> CCN(CCN(C)C)C(=O)c1ccc2nc(C)c(N(C)C(=O)CCc3ccccc3)n2c1
  GalR3 antag: -5

Remaining list, next part.
GalR3 antag	Structure
-1	CN(C(=O)c1cccc(NC(=O)Cc2cccc(NC(=O)C3CCCN(C(=O)C4CC4)C3)c2)c1)C1CC1 (stereo unspecified)
3	O=c1ccn([C@@H]2O[C@H](CNCC3=Cc4cc(O)ccc4OC3)[C@@H](O)[C@H]2O)c(=O)[nH]1
-3	CCOc1ccccc1-n1nnnc1SCC(=O)NC(=O)Cc1ccccc1
-4	Cc1ccc(-n2nnnc2SCC(=O)NCC2CCCO2)cc1C (stereo unspecified)
1	O=C(NC1CC1)c1cccc(NC(=O)C2CCCC2)c1
0	C[C@@H]1CN([C@@H](C)CO)S(=O)(=O)c2ccc(Br)cc2O[C@H]1CN(C)C(=O)Cc1cccnc1
0	COc1ncnc2c1ncn2CCCN(C)CCc1ccccn1
-6	CC(C)C[C@@H]1CN(CCCC[C@H]2CNC(=O)C(=O)N2CCC2CCCCC2)C(=O)C(=O)N1Cc1ccccc1
-3	COc1ccc(C(=O)NCCCn2nc(C)cc2C)cc1S(=O)(=O)N1CCOCC1
-3	O=C(Nc1ccccc1Cl)c1cc(C2CCCN(C(=O)OCCF)C2)on1 (stereo unspecified)

Going on with the list.
GalR3 antag	Structure
-5	CCc1nc2c(OCC(N)=O)cccn2c1N(C)C(=O)C(C)C
-6	O=C(NC1CCCCCCC1O)c1ccccc1 (stereo unspecified)
-5	CCc1nc2ccc(C(=O)NCCCn3ccnc3)cn2c1N(CC)C(=O)NCCc1ccccc1
-6	CN(C)c1ccc(CNC(=O)C2Cc3c(-c4cccc(C(N)=O)c4)ccnc3O2)cc1 (stereo unspecified)
-7	O=C(NCCN1CCC(n2c(=O)[nH]c3ccccc32)CC1)c1cccc2c1-c1ccccc1C2=O
1	CCc1ccccc1NS(=O)(=O)c1cc2c3c(c1)CCN3C(=O)CC2
-8	CC1(C(=O)Nc2cccc(OC(F)(F)F)c2)Cc2c(-c3ccc4c(c3)OCO4)ccnc2O1 (stereo unspecified)
-7	CC(C)(C)S(=O)(=O)N1C[C@@H]2CC(=O)C(CCO)=C2[C@H]1CCO
-6	COc1cccc(C2c3cc4c(cc3OC(C)(N3CCCC3)C2C)OCO4)c1O (stereo unspecified)
-1	NC(=O)C12NC(Cc3ccccc31)c1ccccc12 (stereo unspecified)

Continuation:
GalR3 antag	Structure
-7	COc1cc(CNC(=O)c2cc(-c3cc(OC)ccc3Cl)n[nH]2)cc(OC)c1
-6	CCN=C1NC(c2cccc(Cl)c2)C(C(=O)OC)=C(C)N1Cc1ccccc1C(F)(F)F (stereo unspecified)
-6	CN(C(=O)c1cccc(NC(=O)Cc2cccc(NC(=O)C3CCN(C(=O)C4CCC4)CC3)c2)c1)C1CC1
-9	O=C(NCCCCCCCN1CCCCCCC1)C(C1CCCCC1)C1CCCCC1
-4	COc1ccccc1CNC(=O)c1cc(-c2ccc(F)cc2OC)n[nH]1
-4	Cc1ccccc1NC(=O)C(C)Sc1nnc(CN2CCCC2)n1Cc1ccccc1 (stereo unspecified)
-8	CCOC(=O)C1=CCC(c2ccc(C#N)cc2)N(S(=O)(=O)c2ccc(C)cc2)C1 (stereo unspecified)
-7	O=C(NCc1ccccc1Cl)c1ccc2sc([C@@H]3O[C@H](CO)[C@H](O)[C@H](O)[C@H]3O)nc2c1

In the list so far, these contain an NH in an aromatic ring:
GalR3 antag	Structure
1	CC(=O)c1ccc(NC(=O)CSc2nc3[nH]c(=O)cc(O)c3s2)cc1
-7	COc1ccccc1/C=N/Nc1nc(C)cc(=O)[nH]1
3	Cc1cn([C@H]2C[C@H](O)[C@@H](CCC(=O)NCc3cccc4ccccc34)O2)c(=O)[nH]c1=O
-7	Cc1nn(C)c(=S)[nH]c1=S
-5	C[C@]12c3[nH]c4ccc(Cl)cc4c3CCN1C(=O)[C@@H](CC(=O)NCc1ccco1)C[C@@H]2C(=O)N1CCCCC1
-6	CC(C)(C)CC(C)(C)SSc1n[nH]c(=S)s1
-8	OC(c1ccc(Cl)cc1)c1ncc(-c2ccc(Cl)cc2)[nH]1 (stereo unspecified)
-6	COc1ccc(CNC[C@H]2O[C@@H](n3ccc(=O)[nH]c3=O)[C@H](O)[C@@H]2O)cc1
-9	COc1ccc2[nH]c3c(c2c1)CCN1C(=O)C(CC(=O)NCC24CC5CC(CC(C5)C2)C4)C[C@H](C(=O)N(C(C)C)C(C)C)[C@@]31C (stereo partly specified)
3	O=c1ccn([C@@H]2O[C@H](CNCC3=Cc4cc(O)ccc4OC3)[C@@H](O)[C@H]2O)c(=O)[nH]1
-7	O=C(NCCN1CCC(n2c(=O)[nH]c3ccccc32)CC1)c1cccc2c1-c1ccccc1C2=O
-7	COc1cc(CNC(=O)c2cc(-c3cc(OC)ccc3Cl)n[nH]2)cc(OC)c1
-4	COc1ccccc1CNC(=O)c1cc(-c2ccc(F)cc2OC)n[nH]1

High-throughput results as filed in PubChem.
